IL2 activator: IL-2 activation; activation, % (series mostly up to about 46 µM); IL-2 activation reporter assay, cell-based qHTS; stimulated with anti-CD3/CD4/CD28 beads; in transgenic mouse T cells; 360,000 tested, 0.065% active; in the data active means activation above about 50%; inconclusive means mostly about 30% to 49%; further: 0% is about no effect
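Unstimulated transgenic mouse T cells; 60-min compound exposure; bead-based TCR/CD4/CD28 stimulation; 18 h culture, 37 degrees C; dual fluorescence (EGFP, DsRed) plate cytometry.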
EPAC1 antagonist: blocks human EPAC1 exchange factor | O95398 | EPAC1 GEF assay, Rap1b-BODIPY-GDP exchange fluorescence | Potency, µM (highest dose often 115 µM), inactives show at the top dose activity change, negative = inhibition, actives largely listed as inhibitors | 360,000 tested, 0.14% active;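 further: potency means the concentration at half of the fitted maximal effect; plate controls were vehicle for no effect and positive control for full effect; nearly all actives have a fitted effect of over 50% in size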
EPAC1 agonist: activates human EPAC1 exchange factor | 360,000 tested, 0.073% active | EPAC1 agonist qHTS, biochemical assay; response scale: 100% = response to 6.5 mM cAMP | O95398 | AID 720707 | Potency, µM (highest dose often 154 µM), without a hit: top-dose activation, usual class: activators; further: potency means the concentration at half of the fitted maximal effect; nearly all actives have a fitted effect of over 60% in size
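Nucleotide exchange assay: 100 nM EPAC1 with 250 nM Rap1B loaded with BODIPY-GDP and 50 uM GDP, room temperature. Fluorescence (480/540 nm) read every 5 min for 30 min; signal change normalized to 6.5 mM cAMP as full agonist.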
PI5P4K alpha inh: inhibitors of human PI5P4K alpha. max response, %. P48426. 330,000 tested, 1.2% active. PI5P4Kalpha enzyme, ADP-Glo luminescence, 60 min; hits give low values; active means max response of -50% or lower; inconclusive means between -30% and -50%; inactive means -30% or higher; further: value at the top dose of about 77 µM; on the % scale 0 is the no-effect control and ±100 the full control effect
Target sequence (P48426 whole entry, looked up): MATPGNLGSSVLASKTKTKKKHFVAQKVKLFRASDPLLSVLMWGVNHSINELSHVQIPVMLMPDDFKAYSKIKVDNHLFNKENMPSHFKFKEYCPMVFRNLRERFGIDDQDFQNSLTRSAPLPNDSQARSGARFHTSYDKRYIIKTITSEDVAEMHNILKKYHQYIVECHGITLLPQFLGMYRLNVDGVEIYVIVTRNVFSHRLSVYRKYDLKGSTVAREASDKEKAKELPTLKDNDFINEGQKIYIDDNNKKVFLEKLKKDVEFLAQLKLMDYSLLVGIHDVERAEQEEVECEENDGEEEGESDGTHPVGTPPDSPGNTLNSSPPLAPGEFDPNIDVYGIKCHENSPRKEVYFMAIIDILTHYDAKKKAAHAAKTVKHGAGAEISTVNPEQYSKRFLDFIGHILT
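Luminescence from ADP-Glo served as readout of PI5P4Kalpha activity in a qHTS format. Reaction: enzyme, substrate, compound, ATP at 5 microM final, 60 min at RT.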
PLK1 PBD inh: PLK1 (human) polo-box domain binding inhibition; P53350; Plk1 PBD binding of FITC phosphopeptide, fluorescence polarization; Potency, µM, inactives show max response, negative = inhibition, actives largely listed as inhibitors; 360,000 tested, 2.8% active; further: potency means the concentration at half of the fitted maximal effect; series mostly up to about 57 µM; on the % scale 0 is the no-effect control and ±100 the full control effect; nearly all actives have a fitted effect of over 65% in size
Target sequence (P53350 whole entry, looked up, the tested form may be a part): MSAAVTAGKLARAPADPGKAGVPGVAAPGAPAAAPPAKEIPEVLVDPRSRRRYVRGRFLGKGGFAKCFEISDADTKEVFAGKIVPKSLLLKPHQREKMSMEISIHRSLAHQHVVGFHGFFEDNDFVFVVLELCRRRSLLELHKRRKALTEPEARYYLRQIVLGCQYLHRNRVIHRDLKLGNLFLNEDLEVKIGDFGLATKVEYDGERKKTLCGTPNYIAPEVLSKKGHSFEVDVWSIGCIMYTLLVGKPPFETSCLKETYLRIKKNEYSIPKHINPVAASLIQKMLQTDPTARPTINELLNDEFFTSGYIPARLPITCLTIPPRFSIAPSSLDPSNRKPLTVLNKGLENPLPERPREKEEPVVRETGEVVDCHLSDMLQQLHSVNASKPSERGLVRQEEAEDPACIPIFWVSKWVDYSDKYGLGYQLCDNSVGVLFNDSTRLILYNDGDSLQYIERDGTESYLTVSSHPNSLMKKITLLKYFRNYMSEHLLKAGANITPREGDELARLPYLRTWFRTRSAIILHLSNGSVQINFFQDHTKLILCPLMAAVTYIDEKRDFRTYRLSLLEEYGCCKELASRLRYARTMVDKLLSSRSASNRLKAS
EPAC2 agonist: agonists of human EPAC2 (RAPGEF4); Potency, µM (doses to about 154 µM), inactives show top-dose activation, hits mostly activators; EPAC2 activation, biochemical qHTS; response scale: 100% = 6.5 mM cAMP response; 360,000 tested, 0.079% active; Q8WZA2; further: potency means the concentration at half of the fitted maximal effect; nearly all actives have a fitted effect of over 50% in size
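Nucleotide exchange monitored as fluorescence drop when BODIPY-GDP leaves Rap1B. Reaction: 100 nM EPAC2, 250 nM RAP1B-BODIPY-GDP, 50 uM GDP, room temperature, kinetic read over 30 min. Activity expressed relative to 6.5 mM cAMP.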
WRN inhibitor: WRN helicase (human) inhibition; WRN helicase unwinding, fluorescent forked duplex, kinetic; Potency, µM (doses to about 114 µM), for inactives: at the top dose activity change, negative = inhibition, hits mostly inhibitors; 360,000 tested, 0.46% active; AID 651768; further: potency means the concentration at half of the fitted maximal effect; on the % scale 0 is the no-effect control and ±100 the full control effect; nearly all actives have a fitted effect of over 55% in size
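Primary qHTS, 1536-well format. 20 nM WRN + compound, 15 min RT; start with 100 nM forked fluorophore/quencher duplex, 2 mM ATP (final); kinetic read ex 525/em 598 nm.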
CCT chaperon mod: cytosolic chaperonin activity modulation | purified chaperonin ATPase assay, HTRF ADP detection, 30 min | activity change, % (no concentration beside the values), hits read low | 360,000 tested, 0.3% active | AID 651819; in the data active means activity change below about -30%; further: on the % scale 0 is the no-effect control and ±100 the full control effect
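Nucleotide hydrolysis assay: TRiC at 20–40 nM final (set by batch activity) with 10 uM ATP, 30 min at 37 °C, in presence of 76 uM compound. Detection by competitive ADP HTRF, 30 min ambient.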
Active calls of the source: *; ? = inconclusive; . = not tested or not shown; [ ] = dose if it differs, or a comment. Unless noted, the call rests on the fitted dose curve; in most records, active means well fitted curve in the direction sought with a large enough effect; inconclusive means small, poorly fitted or top-dose-only effect, or another doubt; inactive means no such curve, though single readings can be large; an effect the other way counts as inactive or inconclusive. These rows are one share of the data; count on the stated rates, not on these rows.

structure	IL2 activator	EPAC1 antagonist	EPAC1 agonist	PI5P4K alpha inh	PLK1 PBD inh	EPAC2 agonist	WRN inhibitor	CCT chaperon mod
COc1cccc(S(=O)(=O)N(C)C[C@H]2OCc3cn(nn3)CCCC(=O)N([C@H](C)CO)C[C@@H]2C)c1	2.1	-2%	18%	7	-14%	3%	-4%	1.0
COc1ccc(C(=O)COC(=O)c2ccccn2)c(OC)c1	-0.3	-14%	11%	?	-15%	7%	2%	-1.0
C[C@@H]1CN([C@H](C)CO)C(=O)CCCn2cc(nn2)CO[C@H]1CN(C)S(=O)(=O)c1ccc(F)cc1	0.6	-26%	-5%	5	-27%	1%	7%	0.0
CCOC(=O)Cn1c2ccc(F)cc2c2nc(C)sc21	-2.0	-13%	1%	1	-7%	-5%	-1%	-12
COc1ccc(Cc2noc(CN(C)CCc3ccccc3)n2)cc1OC	1.3	-14%	2%	1	-12%	1%	-4%	-2.9
CCCC(c1nnnn1Cc1ccc(F)cc1)N1CCN(C)CC1 (stereo not drawn)	0.7	8%	10%	2	-4%	7%	-2%	-0.8
CC(C)CCNC(=O)CCCOc1cc(=O)n(C)c2ccccc12	-0.4	-10%	-7%	-1	-1%	-9%	-12%	0.8
CC(=O)Nc1ccccc1C(=O)C(=O)Nc1ccc(F)cc1	1.1	-1%	8%	.	-4%	1%	1%	-2.9
CCc1cc(-c2n[nH]c(=S)n2N)n(C)n1	-0.4	19%	12%	-1	-5%	1%	-8%	1.2
O=Cc1c[nH]c2ccc(OCc3ccccc3)cc12	11	?	1%	-1	-14%	3%	-2%	-1.4
CN(Cc1ccccc1F)C(=O)c1ccc(Oc2ccccc2)cc1	5.4	-25%	12%	6	-9%	9%	-9%[57.1 µM]	1.0
Cc1cc(OCCCn2cnc3ccccc3c2=O)ccc1[N+](=O)[O-]	-0.7	10%	-3%	1	-1%	6%	8%	0.9
O=C(CSc1ncnc2ccccc12)Nc1cccc(S(=O)(=O)N2CCCC2)c1	0.0	-7%	8%	3	-2%	11%	-10%	2.8
Cc1nn(-c2ccccc2)c(Cl)c1C(=O)NC1CCCCC1	2.5	-18%	10%	-4	-11%	10%	0%	-2.0
CC(=O)Nc1ccc2c(c1)nc1n2CCN(C(C)c2ccccc2)C1 (stereo not drawn)	-1.0	6%	11%	-7	-25%	0%	2%	-1.8
COc1ccc2nc(-n3c(O)c(C4=c5ccccc5=NC4=O)[nH]c3=S)sc2c1	0.9	12%	2%	-67*	?	5%	25µM*	-3.6
COc1ccc(-c2ccc3c(c2)S(=O)(=O)c2cccc(C(=O)N4CCN(c5c(Cl)cncc5Cl)CC4)c2C3=O)cc1OC	0.6	-23%	5%	-18	-8%	8%	-15%	-1.4
CN1C[C@@H]2[C@@H]3C(=O)N(Cc4ccccc4)C(=O)[C@@H]3[C@](C)(C1=O)N2C(=O)c1ccc(Br)cc1	-0.1	-1%	4%	-6	2%	2%	-2%	0.5
CN1CCN(c2nc(-c3cccs3)nc3ccccc23)CC1	-0.5	-6%	5%	8	1%	10%	-9%	0.9
O=C(c1ccco1)N1C2C=CC(C2)C1(C(F)(F)F)C(F)(F)F (stereo not drawn)	-2.0	9%	-6%	-14	-10%	-5%	-21%[57.1 µM]	-1.1
O=C(COc1ccccc1Cl)Nc1nnc(S(=O)(=O)N2CCCCCC2)s1	0.5	0%	-13%	-22	-25%	3%	-10%	-0.2
O=S(=O)(c1ccc(Br)cc1F)N1CC[C@H](O)C1	-0.3	-5%	9%	4	-10%	8%	-1%	-0.1
O=C(O)CN1C(=O)/C(=C2\SC(=S)N(C(Cc3ccccc3)C(=O)O)C2=O)c2ccccc21 (stereo not drawn)	-0.3	-6%	-3%	-23	-15%	1%	-22%	-1.7
O=S(=O)(NC1CCCCCCC1)c1ccccc1F	1.1	3%	1%	1	0%	9%	2%	-0.7
CC(=O)N1CCC2(CC1)C(C#N)=C(N)Oc1n[nH]c(C(F)(F)F)c12	0.3	2%	1%	-7	-7%	5%	-5%	1.0
CC(C)(C)C1CCc2onc(C(=O)Nc3cnn(Cc4ccc(F)cc4)c3)c2C1 (stereo not drawn)	-1.4	2%	1%	.	-2%	2%	-2%	-2.3
NC(=O)COC(=O)c1cc(S(=O)(=O)N2CCOCC2)ccc1N1CCCCC1	-4.4	-4%	-13%	8	-10%	11%	-26%	1.2
CC(C)(C)NC(=O)CC(c1ccccc1)c1ccccc1O (stereo not drawn)	-2.5	-7%	-2%	4	-5%	5%	5%	-3.2
CC(NC(=O)C1c2ccccc2Oc2ccccc21)C1CCCO1 (stereo not drawn)	-0.9	4%	4%	2	6%	2%	2%[57.1 µM]	0.7
CCN(CCn1cccn1)C(=O)c1ccc(OC2CCN(C(=O)CCOC)CC2)cc1	-0.1	1%	-6%	1	-3%	8%	-9%	1.9
COc1ccc2c(CSc3nc4nc(C)cc(C)n4n3)cc(=O)oc2c1	-1.8	-7%	-6%	-5	-14%	-2%	-24%	-1.0
CC1(c2ccccc2Cl)NC(=O)N(CC(=O)c2ccc3c(c2)OCO3)C1=O (stereo not drawn)	1.1	-12%	4%	-4	-3%	10%	-8%	-0.9
O=C(O)CCNC(=O)CCCn1nnc2ccccc2c1=O	0.2	12%	-11%	3	-9%	6%	0%	0.3
Cc1cc(NC(=O)CSc2ccc3nnc(-c4ccccn4)n3n2)no1	-2.8	-13%	2%	3	-15%	8%	8%	-0.4
COCCN1CC(C(=O)N2CCC(Oc3ccccc3OC)CC2)CCC1=O (stereo not drawn)	-2.8	-10%	3%	-1	-1%	-3%	-30%	-0.6
CC1CCCCC12NC(=O)N(CC(=O)OCC(=O)c1ccc(OC(F)F)cc1OC(F)F)C2=O (stereo not drawn)	-0.7	-9%	-7%	-2	-10%	3%	-2%	-1.7
O=C(O)C1CC=CCC1C(=O)N1CCCC1 (stereo not drawn)	0.6	1%	-4%	-2	-7%	-6%	-2%	-0.5
CCCN(CCC)C1CC(=O)N(Cc2ccccc2)C1=O (stereo not drawn)	-1.0	6%	-5%	-7	-14%	6%	1%	2.6
CCCCn1c(N)c(N(CCOC)C(=O)c2ccc3c(c2)C(=O)N(c2cc(C)ccc2C)C3=O)c(=O)[nH]c1=O	-2.5	-24%	-5%	-5	-3%	5%	12%	-2.9
CN(CCc1ccccn1)C(=O)c1ccc(OC2CCN(Cc3ccccn3)CC2)cc1	-2.4	22%	5%	-1	6%	-1%	5%	1.2
CCCC(=O)Nc1ccc(C(=O)Nc2nnc(COCC)s2)cc1	1.2	25%	9%	.	-8%	8%	-11%	1.0
O=c1sc2ccccc2c(N2CCCCC2)c1[N+](=O)[O-]	-1.6	-6%	2%	-1	-4%	1%	-6%	-3.2
Cc1ccc(-c2nc(CN(C)Cc3cccc4cnccc34)c(C)o2)s1	-5.7	-9%	4%	5	-19%	18%	0%	-3.3
COc1cc2c(cc1OC)C(c1ccccc1[N+](=O)[O-])=NCC2	0.0	12%	-12%	0	5%	-5%	7%[57.1 µM]	-0.1
Cc1ccc(Nc2cc(C)nn2-c2nc(C)cc(=O)[nH]2)cc1	-2.6	4%	-2%	-8	-15%	-18%	-6%	-0.8
CCOC(=O)c1ccc(P(=O)(c2ccccc2)c2ccccc2)cc1	-2.0	-13%	-1%	2	-5%	8%	0%	-3.1
Cc1ccc(N)c(C(=O)CCCCC(=O)O)c1	-3.2	4%	0%	.	0%	2%	-1%	0.5
O=C(CCC(=O)NNC(=O)Nc1cccc(Cl)c1)NCc1ccccc1	1.1	9%	-6%	0	5%	6%	3%	-11
COc1ccc(C(=O)O)cc1N1C(=O)Nc2ccccc2N1O	3.0	-10%	0%	1	0%	8%	3%	-0.4
Cc1ccc([N+](=O)[O-])cc1NC(=O)CN(C(=O)c1ccc(Cl)cc1)C1CCCCC1	-0.2	-18%	0%	-2	-9%	12%	3%	-0.1
COc1ccccc1-c1cc(C(=O)NCc2ccc(F)cc2)no1	-2.6	-15%	?	.	-6%	17%	-8%	-0.2
CC(OC(=O)/C(C#N)=C/c1ccc(N(C)C)cc1)C(=O)N(C)Cc1ccccc1 (stereo not drawn)	-4.5	33%[activator]	?	1	3%	?	45µM*	0.0
CCOc1ccc(C(CC(=O)O)NC(=O)C(c2ccccc2)c2ccccc2)cc1OC (stereo not drawn)	-0.8	-14%	0%	4	-5%	2%	-2%	0.3
C=C(C)CNC(=S)Nc1cccc2cnccc12	2.1	16%	-9%	1	-19%	-3%	-9%	1.6
CC(C)C(NC(=O)c1ccccc1)C(=O)OCC(=O)N1CCN(c2ccccc2)CC1 (stereo not drawn)	-0.5	-19%	8%	2	1%	14%	-3%	3.5
Cc1nnc(SCCn2c(Br)nc3c2c(=O)n(C)c(=O)n3C)s1	-1.9	-8%	5%	.	-11%	3%	2%	-5.8

Profiles as entered above:
Profile of COc1ccc(C(=O)O)cc1N1C(=O)Nc2ccccc2N1O → IL2 activator = 3.0; EPAC1 antagonist = -10%; EPAC1 agonist = 0%; PI5P4K alpha inh = 1; PLK1 PBD inh = 0%; EPAC2 agonist = 8%; WRN inhibitor = 3%; CCT chaperon mod = -0.4
Profile of Cc1nnc(SCCn2c(Br)nc3c2c(=O)n(C)c(=O)n3C)s1 → IL2 activator = -1.9; EPAC1 antagonist = -8%; EPAC1 agonist = 5%; PI5P4K alpha inh = .; PLK1 PBD inh = -11%; EPAC2 agonist = 3%; WRN inhibitor = 2%; CCT chaperon mod = -5.8

Next entries
structure	IL2 activator	EPAC1 antagonist	EPAC1 agonist	PI5P4K alpha inh	PLK1 PBD inh	EPAC2 agonist	WRN inhibitor	CCT chaperon mod
COc1cc(/C=C2\SC(=S)N(CCC(=O)Nc3cccc(O)c3)C2=O)cc(OC)c1OC	-0.2	?	?	-9	?	21%	13%	-0.9
CC(C)[C@@H](C(=O)N1CCCC1)N1C(=O)N2CCc3c([nH]c4ccccc34)[C@@]2(C)C1=O	-1.3	-16%	-23%	-6	-15%	-2%	-3%	-3.0
COCCNc1c(-c2ccc(OC)cc2)nc2ccc(Cl)cn12	0.3	?	-5%	0	?	4%	-17%	1.8
c1ccc(CCNc2cnccn2)cc1	-1.0	1%	3%	0	1%	5%	-6%	-17
Cc1ccc(CNC(=O)CCC2CCCN(C(=O)CCC(F)(F)F)C2)o1 (stereo not drawn)	-0.1	-3%	-10%	3	-21%	2%	1%	-0.9
O=C(COC(=O)c1ccc[n+]([O-])c1)Nc1ccc(Cl)cc1[N+](=O)[O-]	0.0	-6%	6%	-22	-5%	-1%	-11%	1.5
